Screening results (PubChem BioAssay)
DAX1 inh-1: DAX1 (NR0B1) inhibitors on StAR promoter, primary screen, cell-based, luminescence, SF-1 (NR5A1), full-length DAX-1; AID 652010, 2013; actives 1.1% (n = 370,000); inhibition, % at 6.8 µM; HEK293T StAR-luciferase reporter, SF-1/DAX-1 repression relief;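 active = inhibition above the mean over all tested compounds plus 3 SD, cut at about 3.6% in these data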;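 note: 0% = DAX-1 cells with DMSO and 100% = cells lacking DAX-1 with DMSO; higher inhibition means more luminescence from relief of DAX-1 repression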
GAA850 FXN act: FXN promoter activators, primary screen, cell-based, luciferase luminescence, HEK293 lucGAA850 | HEK293 lucGAA850 FXN promoter luciferase reporter, 24 h; percent of 10 µM SAHA response | activation, % at 6 µM | actives 0.56% (n = 360,000) | AID 540364, 2011;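 active = activation above the average of all compounds screened plus 3 SD, cutoff fixed separately per campaign, cut at about 7.5% in these data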;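 note: 0% = DMSO wells and 100% = 10 µM SAHA wells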
ssDAF12 agonist: S. stercoralis DAF-12 nuclear receptor activators, primary screen, cell-based, luminescence, HEK293, GRIP1 co-expression, lit1-tk-luc. Nuclear hormone receptor DAF-12 (Strongyloides stercoralis). HEK293 ssDAF-12/GRIP1 lit1-tk-luc reporter; % of 3 µM dafachronic acid response. activation, % at 6.8 µM. actives 1% (n = 370,000);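 active = activation above the mean over all tested compounds plus 3 SD, cut at about 0.9% in these data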;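 note: 0% = DMSO-only wells and 100% = 3 µM delta7-dafachronic acid wells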
hcDAF12 agonist: H. contortus DAF-12 nuclear receptor activators, primary screen, cell-based, luminescence, HEK293, lit1-tk-luc reporter; HEK293 hcDAF-12 lit1-tk-luc reporter; 0% DMSO, 100% Δ7-dafachronic acid; activation, % at 6.8 µM; actives 1.4% (n = 370,000);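 active = activation above the mean of all tested compounds plus 3 SD, cut at about 5.5% in these data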;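 note: 100% = response to 3 µM Δ7-dafachronic acid high control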
hgDAF-12 ag: H. glycines DAF-12 receptor agonists, primary screen, cell-based, luminescence, HEK293, GAL4 fusion, UAS-luciferase; activation, % at 6.8 µM; AID 687014, 2013; HEK293 GAL4-hgDAF12 UAS-luciferase reporter, agonist luminescence; normalized to butyrate control; actives 1.8% (n = 370,000); Nuclear hormone receptor DAF-12 (Heterodera glycines), GAL4 fusion;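 active = activation above a cutoff set at the mean of all screened compounds plus 3 SD, cut at about 10% in these data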;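 note: 0% = DMSO wells and 100% = sodium butyrate wells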
GC-A act: GC-A stimulated cGMP production enhancers – HEK293 GC-A cells, cGMP TR-FRET, EC30 ANP, primary screen. 0% at EC30 ANP, 100% saturating ANP. activation, % at 10 µM. AID 1671463, 2021. actives 0.14% (n = 370,000); in the data active = activation above about 40%
GC-B act: human GC-B receptor activators, primary screen, HEK293 GC-B cells, cGMP TR-FRET, EC30 CNP; Atrial natriuretic peptide receptor 2 (Homo sapiens), P20594; 0% at EC30 CNP, 100% saturating CNP; activation, % at 10 µM; AID 1920062, 2024; actives 0.11% (n = 370,000);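 active = activation at 10 µM reaching about 35% in either raw or pattern-adjusted values, limit read from the data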
sPLA2-III inh: human group III sPLA2 inhibitors, primary screen, biochemical, QFRET, BODIPY PC-A2 liposome substrate; actives 0.56% (n = 370,000); inhibition, % at 12.2 µM; Group 3 secretory phospholipase A2 (Homo sapiens), Q9NZ20; QFRET BODIPY PC-A2 liposome hydrolysis, fluorescence;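 active = inhibition above mean plus 3 SD of compounds lying within the high and low control bounds, cut at about 19% in these data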;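 note: 0% = median of test compound wells and 100% = no enzyme DMSO wells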
Target sequence (Q9NZ20 whole entry, looked up): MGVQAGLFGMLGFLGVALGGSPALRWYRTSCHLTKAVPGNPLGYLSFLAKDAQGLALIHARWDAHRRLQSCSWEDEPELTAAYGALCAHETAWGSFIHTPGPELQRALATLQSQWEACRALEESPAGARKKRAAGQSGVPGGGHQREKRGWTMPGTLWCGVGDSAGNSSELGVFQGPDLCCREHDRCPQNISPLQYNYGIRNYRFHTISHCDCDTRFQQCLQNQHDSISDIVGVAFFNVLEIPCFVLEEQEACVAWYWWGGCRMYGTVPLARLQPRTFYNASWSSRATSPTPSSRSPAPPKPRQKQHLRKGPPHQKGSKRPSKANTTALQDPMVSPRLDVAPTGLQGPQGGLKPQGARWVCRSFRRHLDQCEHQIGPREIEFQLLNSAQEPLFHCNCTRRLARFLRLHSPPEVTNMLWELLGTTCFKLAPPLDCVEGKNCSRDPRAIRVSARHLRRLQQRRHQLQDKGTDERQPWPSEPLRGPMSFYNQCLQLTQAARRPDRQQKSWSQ
ADAM10 inh: human ADAM10 inhibitors, primary screen, biochemical, QFRET, HTS; recombinant ADAM10, EDANS/DABCYL FRET peptide cleavage, 3 h; inhibition, % at 7 µM; actives 0.62% (n = 370,000); AID 720582, 2013;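 active = inhibition above a per-campaign cutoff equal to the mean of compounds falling between control-based bounds plus 3 SD, cut at about 20% in these data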;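 note: 0% = DMSO wells while the 100% control is not disclosed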
Target sequence (O14672 214-748 limits assumed): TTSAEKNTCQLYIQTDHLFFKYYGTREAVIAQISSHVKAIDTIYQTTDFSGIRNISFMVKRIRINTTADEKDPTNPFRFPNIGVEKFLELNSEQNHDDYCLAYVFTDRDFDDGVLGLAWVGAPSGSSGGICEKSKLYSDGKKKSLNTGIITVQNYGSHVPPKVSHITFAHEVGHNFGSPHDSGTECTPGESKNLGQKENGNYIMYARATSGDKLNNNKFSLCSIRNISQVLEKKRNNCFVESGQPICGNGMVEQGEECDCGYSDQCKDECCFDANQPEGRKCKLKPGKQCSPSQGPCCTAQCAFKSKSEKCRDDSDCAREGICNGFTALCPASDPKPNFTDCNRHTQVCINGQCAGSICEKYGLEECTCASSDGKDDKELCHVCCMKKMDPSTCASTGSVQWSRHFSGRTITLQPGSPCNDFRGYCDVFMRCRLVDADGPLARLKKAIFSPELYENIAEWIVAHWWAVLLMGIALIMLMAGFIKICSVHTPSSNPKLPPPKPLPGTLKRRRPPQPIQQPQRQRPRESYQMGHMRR
SMARCA2 activ: SMARCA2 (BRM) function activators, primary screen, cell-based, luminescence, high throughput | MG213 cells, MMTV-luciferase reporter, dexamethasone, overnight | activation, % at 9.1 µM | actives 1% (n = 370,000); in the data active = activation above about 7.8%;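 note: 0% = vehicle wells and 100% = reference activator wells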
DAX1 inh-2: DAX1 (NR0B1) inhibitors, primary screen, cell-based, HEK293, Gal4-DAX1, luciferase luminescence; actives 0.99% (n = 340,000); inhibition, % at 6.75 µM; Nuclear receptor subfamily 0 group B member 1 (Homo sapiens), P51843; AID 504766, 2011; HEK293 Gal4-DAX1 luciferase reporter;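 active = inhibition above the mean over all tested compounds plus 3 SD, cut at about 4.2% in these data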;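 note: 0% = DAX1-transfected cells with DMSO and 100% = empty-vector control cells with DMSO; inhibition shows as a rise in luminescence from relieved DAX1 repression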
* = called active by the depositor; x = no result given.

Values run as follows: GC-B act | hcDAF12 agonist | sPLA2-III inh | GAA850 FXN act | DAX1 inh-1 | ssDAF12 agonist | SMARCA2 activ | hgDAF-12 ag | DAX1 inh-2 | GC-A act | ADAM10 inh
- CCOC(=O)C1=C(c2ccccc2)N=c2sc(=Cc3cc(OC)c(OC)c(OC)c3)c(=O)n2C1c1cccs1 (centres undefined)
 : -4 | -0.6 | 6 | -0.9 | -1.5 | -1.8 | -7 | 0.8 | x | -4 | -5
- CC(=O)c1cc(-c2cccc(Cl)c2O)c(=O)n2c1CCC2
 : -1 | 0.0 | 6 | x | -0.3 | -0.7 | -2 | 0.6 | x | 2 | -9
- COc1ccc(/C=C2/Sc3ccc(C(=O)N4CCOCC4)cc3NC2=O)cc1OC
 : 3 | -3.6 | -3 | -0.2 | 0.1 | -1.0 | -3 | 1.7 | 0.2 | 1 | -5
- Cc1ccc(-c2nc(-c3ccc(Cl)cc3)sc2CC(=O)O)c(C)c1
 : 3 | 1.2 | -18 | -0.7 | 0.0 | -1.4 | -2 | 1.3 | -0.7 | -1 | -20
- Cc1ccc(S(=O)(=O)NCCNC(=O)C2CCCNC2=O)cc1 (centres undefined)
 : 2 | -0.3 | -5 | -0.8 | -0.1 | -0.4 | -3 | -0.8 | 1.2 | 5 | 3
- O=C(NCCOC(=O)c1ccc(Cl)cc1)c1cccnc1
 : 3 | -0.9 | 1 | -2.6 | 0.2 | -1.1 | 1 | -0.3 | 0.5 | 1 | 6
- COc1ccccc1NC(=O)C(C)N1C(=O)C2CCCCC2C1=O (centres undefined)
 : -3 | 1.2 | -6 | 0.3 | 0.9 | -0.7 | 2 | -0.4 | 0.1 | -2 | -3
- CN(c1ccccc1)c1ccc(/C=N/NC(=O)CC#N)cc1
 : 1 | -1.1 | -13 | -8.6 | -1.2 | -1.3 | -3 | -4.3 | 0.1 | 0 | -61
- Cc1ccc(S(=O)(=O)N(C)C[C@@H]2OCc3cn(nn3)CCCC(=O)N([C@H](C)CO)C[C@H]2C)cc1
 : -3 | 0.6 | 9 | x | -1.7 | -1.0 | -3 | -1.5 | x | -1 | -6
- O=C1c2ccccc2[C@@H]2C[C@@H](O)[C@H](Nc3cccc(Cl)n3)CCN12
 : -6 | -0.3 | 14 | 0.6 | -1.1 | -0.8 | -4 | -1.3 | -0.7 | -2 | -22
- O=C(COc1ncnc2ccccc12)c1ccc(Cl)cc1
 : -4 | 1.5 | -16 | 1.5 | 1.9 | -0.9 | 7.8* | 11* | 0.2 | 1 | 1
- O=C(CN1CCN(Cc2ccc(F)cc2)CC1)NCCc1ccccc1
 : 0 | -1.0 | 2 | 0.6 | 0.1 | -1.2 | -1 | -1.0 | 1.2 | 4 | 0
- C/C(=N\NC(=S)NCc1ccccc1)c1ccccc1F
 : 0 | 0.2 | 6 | 2.2 | -0.1 | -1.2 | -1 | 1.2 | -0.2 | 0 | -1
- O=C(C1CCCN1S(=O)(=O)c1ccc([N+](=O)[O-])cc1)N1CCc2ccccc2C1 (centres undefined)
 : -5 | -1.9 | -2 | x | -0.2 | -0.3 | 3 | -1.5 | x | 0 | 2
- CCC(=O)c1ccc(OCC(=O)Nc2cccc(S(=O)(=O)N(C)c3ccccc3)c2)cc1
 : 2 | -1.2 | -13 | -0.5 | -2.5 | -1.8 | -3 | -1.2 | -0.6 | 1 | 12
- O=C(CCCc1ccccc1)NCCCc1ccccc1
 : 5 | 0.6 | -6 | 0.8 | -0.2 | 0.8 | 3 | 1.6 | 2.0 | 1 | 1
- Cc1ccccc1/C(N)=N/OC(=O)c1ccc(F)cc1
 : -2 | 3.2 | 5 | 3.5 | 0.9 | -1.1 | 2 | 4.9 | 0.2 | 5 | -7
- O=C(/C=C/c1ccc(F)cc1)N1CCN(Cc2ccccc2)CC1
 : -1 | 0.6 | -1 | 2.0 | -0.1 | -0.2 | 1 | -0.2 | x | 1 | -1
- Cc1ccc(S(=O)(=O)NCCCCCC(=O)NCCc2ccccc2)cc1
 : -2 | -3.6 | -5 | 0.8 | -0.3 | -1.1 | -1 | 0.8 | 4.1 | 5 | 2
- O=C(Nc1ccccc1)c1ncoc1-c1ccc(Cl)cc1
 : -7 | 3.9 | 1 | 5.2 | 0.4 | -0.3 | 1 | 2.5 | 2.1 | 0 | -3
- COc1ccccc1C1CC(=O)Oc2cc(C)cc(C)c21 (centres undefined)
 : 2 | -1.0 | 4 | 1.5 | -0.5 | -0.9 | 1 | -0.5 | -1.0 | 0 | -14
- O=[N+]([O-])c1cccc2ncccc12
 : -4 | -1.0 | 5 | x | 0.8 | -0.7 | -3 | -2.2 | -0.7 | 0 | 3
- Cc1ccc(S(=O)(=O)N2CCC(C(=O)N3CCC[C@H]3C(=O)NCc3ccccc3)CC2)cc1
 : 3 | -1.3 | -1 | -1.3 | -0.4 | -1.0 | -2 | 1.2 | 0.0 | 0 | -2
- CS(=O)(=O)N(CC(=O)NCCSC1CCCCC1)c1ccc2c(c1)OCO2
 : 2 | -0.5 | 2 | 1.7 | -0.7 | -1.2 | -1 | -1.9 | 0.7 | -2 | 10
- O=C(NCN1C(=O)C2C3C=CC(C3)C2C1=O)OC1CCCCC1 (centres undefined)
 : -4 | 1.8 | 1 | -0.8 | -0.3 | -1.2 | 2 | -0.1 | 0.6 | 2 | 10
- CC(=O)Nc1c(O)nc(SCC(=O)Nc2sc3c(c2C#N)CCCCCC3)[nH]c1=O
 : -1 | 0.6 | 2 | 0.5 | 0.5 | -1.1 | 0 | -2.7 | 0.9 | 0 | 5
- COc1ccc(C(=O)NCC(C)NC(=O)c2ccc(OC)c(OC)c2)cc1OC (centres undefined)
 : 0 | -3.1 | -3 | 3.2 | 0.2 | -1.7 | 2 | -2.1 | -1.2 | 0 | 6
- COc1ccc(CCNC(=O)C/C(C)=N/NC(=O)C2CCCCC2)cc1OC
 : 1 | -1.9 | 13 | 2.5 | -0.5 | -0.5 | -3 | -1.2 | 1.5 | -1 | -2
- Cc1ccc(/C=N/NC(=O)c2cc(C)oc2C)cc1
 : -1 | -0.5 | -2 | 0.4 | 0.4 | -1.4 | 1 | 4.9 | x | -3 | -5
- Cc1cccc(NS(=O)(=O)c2cc3c(cc2C)NC(=O)CO3)c1
 : -2 | -2.0 | -15 | 1.3 | -0.4 | -1.6 | 1 | -1.8 | -0.8 | -8 | -8

Next structures:
Values run as follows: GC-B act | hcDAF12 agonist | sPLA2-III inh | GAA850 FXN act | DAX1 inh-1 | ssDAF12 agonist | SMARCA2 activ | hgDAF-12 ag | DAX1 inh-2 | GC-A act | ADAM10 inh
- COc1cc(CNc2ncnc3c2ncn3[C@H]2CN(Cc3ccc(C(=O)O)cc3)C[C@@H](CO)O2)cc(OC)c1OC
 : 4 | -0.7 | 9 | 1.9 | 0.2 | -0.7 | -2 | -3.0 | x | 0 | -4
- O=C1NCCn2ccc(=O)cc21
 : 3 | -1.3 | 12 | 0.5 | 0.4 | -1.1 | -2 | -1.4 | 1.7 | 3 | -6
- O=C1NN(c2ccccc2)C(=O)/C1=C/c1ccc(Sc2cccc3ccccc23)o1
 : -2 | 4.4 | -3 | 1.8 | 0.8 | -0.6 | -4 | 1.4 | 0.1 | 0 | 16
- CC(=O)Nc1ccc2c(c1)nc(CCNC(=O)c1ccco1)n2C
 : 2 | 0.2 | 6 | 1.3 | 0.4 | -1.3 | -4 | -0.3 | 0.1 | 2 | -3
- COc1ccc(C(=O)OCC(O)COC(=O)c2ccc(OC)cc2)cc1
 : -3 | -0.5 | 4 | 1.6 | -0.2 | -1.8 | -7 | -0.8 | x | 0 | -6
- NC(=O)CSc1nnc(-c2ccoc2)o1
 : 4 | 0.1 | 8 | -1.9 | 0.2 | -0.2 | -3 | 1.5 | -0.3 | -1 | -10
- CCc1noc(C)c1C(=O)Nc1ccc(C)c(S(=O)(=O)N2CCCCCC2)c1
 : 8 | -1.6 | -15 | -1.1 | -4.0 | -1.6 | -4 | -7.6 | -3.0 | 6 | 0
- COc1ccc(C(=O)OCC(=O)NCCN2C(=O)CSC2=O)cc1
 : 6 | -0.7 | 9 | -0.4 | 1.0 | -1.3 | -3 | -0.7 | 0.3 | -4 | -1
- Cc1ccc(OCCCN(C)C)c(Br)c1
 : 10 | -0.9 | 7 | 1.8 | -0.1 | -1.0 | 0 | 0.9 | -1.3 | 2 | -6
- COc1ccc(/C=N/Nc2nc(Nc3ccccc3)nc(N3CCCCC3)n2)c(OC)c1
 : -3 | -3.4 | -3 | 1.8 | -0.8 | -1.1 | 6 | 2.3 | 0.7 | 7 | 4
- Cc1cc(C)c(C(N)=O)c(NC(=O)Nc2ccccc2)n1
 : 6 | 0.2 | -2 | 0.1 | -0.2 | -1.3 | -3 | -1.4 | 0.9 | 0 | -6
- CCN(C(=O)CSc1nc(N)cc(=O)[nH]1)C1CCS(=O)(=O)C1 (centres undefined)
 : 1 | -1.1 | 13 | -0.7 | 0.6 | -1.1 | 0 | -1.6 | -0.1 | 2 | -8
- COc1ccc(F)cc1S(=O)(=O)n1cc(C)nc1-c1ccccc1
 : 1 | -1.5 | 6 | -0.4 | 0.2 | -1.3 | 0 | 1.6 | 1.5 | 3 | 12
- COc1ccc(CC/C(C)=N\NC(N)=O)cc1
 : 10 | 0.4 | -3 | -0.3 | 0.4 | -2.3 | 1 | 0.9 | -0.1 | 0 | 3
- Fc1ccc(-c2n[nH]c(=S)n2N=Cc2cccc(OCc3ccccc3)c2)cc1
 : -4 | -1.9 | -12 | x | -0.2 | -1.5 | 9.9* | 2.5 | x | -5 | 5
- COc1cc(C)c(Cl)cc1S(=O)(=O)n1ccnc1
 : 2 | -1.1 | 3 | 1.1 | 0.1 | -1.2 | 1 | -0.5 | 0.9 | 0 | -2
- COC(=O)Cn1c(=NC(=O)CSCC(=O)Nc2cc(C)on2)sc2cc(C(=O)OC)ccc21
 : 0 | -0.4 | 12 | -1.6 | 1.4 | -0.2 | -3 | 1.9 | 1.7 | 2 | -5
- C#Cc1ccc([C@@H]2C=C(C(=O)NC3CC3)O[C@H](OCc3ccc(CO)cc3)C2)cc1
 : 6 | -1.4 | -1 | 1.7 | -0.4 | -1.0 | 1 | -1.0 | 0.7 | 0 | 9
